SIAH1 antagonists: Siah-1 peptide-binding antagonists, primary screen, biochemical, fluorescence polarization, rhodamine-plectin, uHTS (AID 1817) | E3 ubiquitin-protein ligase SIAH1 (Homo sapiens) | Siah-1 / rhodamine-plectin peptide fluorescence polarization; higher % means a stronger effect | one-dose displacement, % at 20 µM; IC50 in µM for titrated hits | 290,000 compounds, 0.02% hits;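 active = displacement of at least 50% at 20 µM, with a fluorescence ratio check between 0.3 and a set limit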;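 also: plate controls were Siah plus tracer with DMSO for no effect and tracer alone without Siah for full effect; strong numbers were not always called active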
Lipid droplet: inhibitors of hepatocyte lipid droplet formation, primary screen, imaging, high-throughput imaging, BODIPY stain; 240,000 compounds, 0.4% hits; inhibition, % at 6.5 µM; AID 1656, 2009; AML12 mouse hepatocytes, oleate lipid droplets;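 active = lipid droplet intensity inhibited by at least 50%, with more than 500 cells counted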
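Assay system: AML12 hepatocytes (mouse) / Also added: 100 µM oleic acid challenge / Times: overnight treatment with compound plus oleate / Detection: high-content imaging of BODIPY-stained droplets and DAPI nuclei / Evaluation: % inhibition of lipid droplet signal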
Myeloid diff 2: induction of myeloid progenitor differentiation, primary screen, cell-based, flow cytometry, MLPCN library; ER-HoxA9 myeloid progenitors, lysozyme-GFP differentiation; calls only at 10 µM; 360,000 compounds, 1% hits; AID 624256, 2012;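 active = normalized GFP-positive differentiation at or above the plate's own cutoff, the solvent-only control mean plus 3 SD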;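 also: cells exposed to compound for four days before flow analysis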
XIAP displacement: XIAP antagonists, biochemical, IAP family, fluorescence polarization (AID 1018). E3 ubiquitin-protein ligase XIAP (Homo sapiens). XIAP BIR domain, fluorescence polarization peptide displacement; higher % means a stronger effect. displacement, % at 20 µM; hits with a dose series show IC50 in µM. 200,000 compounds, 0.007% hits; in the data active = displacement above about 50%; also: a part of the inactive calls stands beside numbers as strong as those of hits
AID2073: inhibitors of Mint1-CaV2.2 protein interaction, biochemical, HTRF (AID 2073) | Voltage-dependent N-type calcium channel subunit alpha-1B (Homo sapiens) | HTRF protein-protein interaction, Mint1-CaV2.2; higher % means a stronger effect | inhibition, % at 20 µM, or IC50 in µM where a hit was titrated | 290,000 compounds, 0.19% hits; in the data active = inhibition mostly above about 51%, no sharp cut-off; also: some results filed as inactive read as strong as hits
NOD2 inhibition: NOD2 signaling inhibitors, cell-based, luminescence, uHTS, HEK293 (AID 1566) | HEK293 NOD2/NF-kB luciferase reporter, luminescence; higher % means a stronger effect | inhibition, % at 4 µM, or EC50 in µM where a hit was titrated | 290,000 compounds, 0.63% hits; also: many of its hits are not listed in these tables
HIV peptide binding: inhibitors of HIV fusion peptide binding, primary screen, biochemical, uHTS, fluorescence dequenching (AID 1986); inhibition, % at 20 µM, or IC50 in µM where a hit was titrated; cell-free peptide binding, fluorescence dequenching, 30 min; higher % means a stronger effect; 290,000 compounds, 0.3% hits; in the data active = inhibition mostly above about 52%, no sharp cut-off; inactive = mostly below about 76%; also: some results filed as inactive read as strong as hits
NS5 inhibitors: Dengue-2 NS5 methyltransferase inhibitors, primary screen, biochemical, confirmation dose response (AID 588689); Genome polyprotein (Dengue virus type 2 (strain 16681-PDK53)); Dengue-2 NS5 methyltransferase capping enzyme assay, biochemical; higher % means a stronger effect; inhibition, % at 25 µM, or IC50 in µM where a hit was titrated; 340,000 compounds, 0.3% hits; in the data active = a potency from the dose series
LYP inhibition: inhibitors of LYP phosphatase, biochemical, fluorescence intensity, uHTS (AID 1779). Tyrosine-protein phosphatase non-receptor type 22 (Homo sapiens). recombinant LYP phosphatase, fluorescence intensity; higher % means a stronger effect. inhibition, % at 11.5 µM, or IC50 in µM where a hit was titrated. 290,000 compounds, 0.054% hits;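 also: plate controls were vehicle with enzyme for no effect and no enzyme for full effect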
Lipid droplet cells 6.5 µM: further read-out of Lipid droplet, marked with its call; cell count; measured here: cell count, cytotoxicity flag;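 cells counted across two imaged fields per well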
Myeloid diff 2 GFP+ MAC1+ %: recorded beside Myeloid diff 2, whose call it bears; GFP+ MAC1+ double positive, %; measured here: differentiation confirmed by MAC1 staining
Active calls of the source: *. Rule as the data show it, unless noted: active = inhibition above about 50%; inactive = the rest. Only part of the results is shown. The share of hits here may be higher or lower than overall.

COc1ccc(NC(=O)N(Cc2cc3cc(OC)c(OC)cc3[nH]c2=O)CC2CCCO2)cc1 (configuration not stated) was read as SIAH1 antagonists 13%, Lipid droplet -8, Myeloid diff 2 inactive, XIAP displacement -2.0%, AID2073 1%, NOD2 inhibition -10%, HIV peptide binding -1.6%, NS5 inhibitors -22%, LYP inhibition -8%, Lipid droplet cells 6.5 µM 667 and Myeloid diff 2 GFP+ MAC1+ % 0.4.
Screening Cc1ccccc1CC(=O)c1ccc(O)c(C)c1O returned SIAH1 antagonists 8%, Lipid droplet 26, Myeloid diff 2 inactive, XIAP displacement -5.0%, AID2073 16%, NOD2 inhibition 15%, HIV peptide binding 2.0%, NS5 inhibitors -1%, LYP inhibition -3%, Lipid droplet cells 6.5 µM 645 and Myeloid diff 2 GFP+ MAC1+ % 0.1.
For CCn1c(SCC(=O)c2ccccc2)nc2ccccc2c1=O the results were SIAH1 antagonists 6%, Lipid droplet -14, Myeloid diff 2 inactive, XIAP displacement -4.5%, AID2073 3%, NOD2 inhibition 12%, HIV peptide binding -0.7%, NS5 inhibitors -8%, LYP inhibition -2%, Lipid droplet cells 6.5 µM 662 and Myeloid diff 2 GFP+ MAC1+ % 0.3.
Cc1oc2ccc(NS(=O)(=O)c3ccccc3)cc2c1C(=O)Nc1ccccc1 was read as SIAH1 antagonists 8%, Lipid droplet 5, Myeloid diff 2 inactive, XIAP displacement -2.2%, AID2073 1%, NOD2 inhibition -7%, HIV peptide binding 1.0%, NS5 inhibitors -11%, LYP inhibition 5%, Lipid droplet cells 6.5 µM 720 and Myeloid diff 2 GFP+ MAC1+ % 0.4.
`CCN(CC)S(=O)(=O)c1ccc(O)c(NC(=O)CN2CCc3ccccc3C2)c1` gave SIAH1 antagonists -5%, Lipid droplet -8, Myeloid diff 2 inactive, XIAP displacement -6.4%, AID2073 0%, NOD2 inhibition 23%, HIV peptide binding -3.1%, NS5 inhibitors 0%, LYP inhibition -1%, Lipid droplet cells 6.5 µM 694 and Myeloid diff 2 GFP+ MAC1+ % 0.3.
COc1ccccc1NC(=O)CSc1nnc(Cn2nnc(-c3ccccc3)n2)n1-c1ccccc1 was read as SIAH1 antagonists 0%, Lipid droplet -3, Myeloid diff 2 inactive, XIAP displacement -0.3%, AID2073 -3%, NOD2 inhibition 4%, HIV peptide binding 0.0%, NS5 inhibitors 1%, LYP inhibition 5%, Lipid droplet cells 6.5 µM 634 and Myeloid diff 2 GFP+ MAC1+ % 0.7.
For CC(=O)Nc1nonc1NC(=O)c1ccc(F)cc1 the results were SIAH1 antagonists -4%, Lipid droplet -14, Myeloid diff 2 inactive, XIAP displacement -3.0%, AID2073 -3%, NOD2 inhibition 7%, HIV peptide binding 0.7%, NS5 inhibitors -11%, LYP inhibition -2%, Lipid droplet cells 6.5 µM 774 and Myeloid diff 2 GFP+ MAC1+ % 0.5.
`CCOC(=O)c1nnn(-c2nonc2N)c1COc1cc(C)c(Cl)c(C)c1` gave SIAH1 antagonists -2%, Lipid droplet -22, Myeloid diff 2 inactive, XIAP displacement -1.7%, AID2073 9%, NOD2 inhibition -5%, HIV peptide binding 3.2%, NS5 inhibitors -12%, LYP inhibition 7%, Lipid droplet cells 6.5 µM 594 and Myeloid diff 2 GFP+ MAC1+ % 0.4.
For CCOC(=O)C1CCCN(C2CC(=O)N(c3ccc(C)cc3)C2=O)C1 (configuration not stated) the results were SIAH1 antagonists 4%, Lipid droplet 0, Myeloid diff 2 inactive, XIAP displacement -7.7%, AID2073 -1%, NOD2 inhibition 6%, HIV peptide binding 1.6%, NS5 inhibitors -5%, LYP inhibition -7%, Lipid droplet cells 6.5 µM 801 and Myeloid diff 2 GFP+ MAC1+ % 7.5.
For Cn1nc(C(=O)N2CCCCC2)c2c1-c1ccccc1S(=O)(=O)C2 the results were SIAH1 antagonists 1%, Lipid droplet 5, Myeloid diff 2 inactive, AID2073 -4%, NOD2 inhibition -19%, HIV peptide binding 1.3%, NS5 inhibitors 2%, LYP inhibition -9%, Lipid droplet cells 6.5 µM 733 and Myeloid diff 2 GFP+ MAC1+ % 4.3.
Screening CC1CCCC(NC(=O)COC(=O)c2ccc(S(=O)(=O)N3CCOCC3)cc2)C1C (configuration not stated) returned SIAH1 antagonists -5%, Myeloid diff 2 inactive, XIAP displacement -7.7%, AID2073 5%, NOD2 inhibition 7%, HIV peptide binding 0.1%, NS5 inhibitors 6%, LYP inhibition -2% and Myeloid diff 2 GFP+ MAC1+ % 1.1.
For O=C(NCc1cccnc1)c1ccc(CS(=O)(=O)c2ccc(Cl)cc2)o1 the results were SIAH1 antagonists -4%, Myeloid diff 2 inactive, XIAP displacement -2.4%, AID2073 -1%, NOD2 inhibition 8%, HIV peptide binding -2.2%, NS5 inhibitors 9%, LYP inhibition -7% and Myeloid diff 2 GFP+ MAC1+ % 1.0.
Screening COc1ccc(NC(=O)CSc2nccn2-c2ccccc2)cc1 returned SIAH1 antagonists 1%, Lipid droplet -2, Myeloid diff 2 inactive, XIAP displacement -6.6%, AID2073 -3%, NOD2 inhibition -6%, HIV peptide binding 0.2%, LYP inhibition -7%, Lipid droplet cells 6.5 µM 798 and Myeloid diff 2 GFP+ MAC1+ % 0.6.
`COc1ccc2c(c1)CCC/C2=N\OC(=O)c1ccccc1F` gave SIAH1 antagonists -6%, Lipid droplet 3, Myeloid diff 2 inactive, XIAP displacement -9.1%, AID2073 -8%, NOD2 inhibition 10%, HIV peptide binding 0.5%, NS5 inhibitors -5%, LYP inhibition -2%, Lipid droplet cells 6.5 µM 740 and Myeloid diff 2 GFP+ MAC1+ % 0.4.
For O=C1CCCC2=C1C(c1ccc(OS(=O)(=O)c3ccc(Cl)cc3)cc1)C1=C(CCCC1=O)O2 the results were SIAH1 antagonists -1%, Myeloid diff 2 inactive, XIAP displacement -0.7%, AID2073 3%, NOD2 inhibition 16%, HIV peptide binding -3.2%, NS5 inhibitors -1%, LYP inhibition 10% and Myeloid diff 2 GFP+ MAC1+ % 1.5.
Screening O=c1c2ccccc2nc2n1CCS2 returned SIAH1 antagonists 3%, Myeloid diff 2 inactive, XIAP displacement -3.0%, AID2073 9%, NOD2 inhibition 14%, HIV peptide binding 0.9%, NS5 inhibitors -8%, LYP inhibition -10% and Myeloid diff 2 GFP+ MAC1+ % 3.6.
Nc1sc2c(c1C(=O)NC1CCS(=O)(=O)C1)CCC2 (configuration not stated) was read as SIAH1 antagonists 6%, Myeloid diff 2 inactive, XIAP displacement -0.9%, AID2073 30%, NOD2 inhibition 11%, HIV peptide binding -2.4%, NS5 inhibitors 23%, LYP inhibition -6% and Myeloid diff 2 GFP+ MAC1+ % 0.5.
Screening CC(C)CCNC(=O)CN(CC1CCCO1)C(=O)CCC(=O)Nc1nccs1 (configuration not stated) returned SIAH1 antagonists -2%, Myeloid diff 2 inactive, XIAP displacement -0.6%, AID2073 -2%, NOD2 inhibition -6%, HIV peptide binding -1.0%, LYP inhibition -2% and Myeloid diff 2 GFP+ MAC1+ % 0.0.
For O=C(Nc1cccc(S(=O)(=O)N2CCCC2)c1)c1cccnc1 the results were SIAH1 antagonists 6%, Lipid droplet -4, Myeloid diff 2 inactive, AID2073 1%, NOD2 inhibition 6%, HIV peptide binding 1.0%, NS5 inhibitors -5%, LYP inhibition 1%, Lipid droplet cells 6.5 µM 639 and Myeloid diff 2 GFP+ MAC1+ % 0.9.
`O=C(COC(=O)CCCNC(=O)c1ccc(Cl)cc1)Nc1ccc(Br)cc1` gave SIAH1 antagonists 3%, Lipid droplet 12, Myeloid diff 2 inactive, XIAP displacement -0.9%, AID2073 6%, NOD2 inhibition -17%, HIV peptide binding 2.4%, NS5 inhibitors 7%, LYP inhibition -6%, Lipid droplet cells 6.5 µM 672 and Myeloid diff 2 GFP+ MAC1+ % 0.5.
For CCOC(=O)c1c(C)[nH]c(N=Nc2ccccc2Cl)c1C the results were SIAH1 antagonists -2%, Lipid droplet 65*, Myeloid diff 2 inactive, AID2073 7%, NOD2 inhibition -63%, HIV peptide binding -2.4%, NS5 inhibitors 2%, LYP inhibition 1%, Lipid droplet cells 6.5 µM 657* and Myeloid diff 2 GFP+ MAC1+ % 0.4.
`CC(C)OCCCNC(=O)CN1C(=O)c2cccc3cccc1c23` gave SIAH1 antagonists -3%, Lipid droplet 1, Myeloid diff 2 inactive, AID2073 16%, NOD2 inhibition 4%, HIV peptide binding 0.5%, NS5 inhibitors -7%, LYP inhibition -10%, Lipid droplet cells 6.5 µM 859 and Myeloid diff 2 GFP+ MAC1+ % 0.9.
Screening COc1ccc(CCNC(=O)C2C3CCC(C3)C2C(=O)O)cc1OC (configuration not stated) returned SIAH1 antagonists -1%, Lipid droplet 2, Myeloid diff 2 inactive, AID2073 8%, NOD2 inhibition 12%, HIV peptide binding -0.5%, NS5 inhibitors 7%, LYP inhibition -11%, Lipid droplet cells 6.5 µM 890 and Myeloid diff 2 GFP+ MAC1+ % 0.5.
`Cc1cc(=O)oc(C)c1C(=O)O` gave SIAH1 antagonists -3%, Lipid droplet 8, Myeloid diff 2 inactive, XIAP displacement -8.3%, AID2073 -1%, NOD2 inhibition -1%, HIV peptide binding 2.3%, NS5 inhibitors 1%, LYP inhibition -6%, Lipid droplet cells 6.5 µM 743 and Myeloid diff 2 GFP+ MAC1+ % 7.4.

Taken from the entries so far, 2 compounds:
Screening O=c1c2ccccc2nc2n1CCS2 returned SIAH1 antagonists 3%, Myeloid diff 2 inactive, XIAP displacement -3.0%, AID2073 9%, NOD2 inhibition 14%, HIV peptide binding 0.9%, NS5 inhibitors -8%, LYP inhibition -10% and Myeloid diff 2 GFP+ MAC1+ % 3.6.
Nc1sc2c(c1C(=O)NC1CCS(=O)(=O)C1)CCC2 (configuration not stated) was read as SIAH1 antagonists 6%, Myeloid diff 2 inactive, XIAP displacement -0.9%, AID2073 30%, NOD2 inhibition 11%, HIV peptide binding -2.4%, NS5 inhibitors 23%, LYP inhibition -6% and Myeloid diff 2 GFP+ MAC1+ % 0.5.

Screening data as filed in PubChem.
